ROS inducer = cancer cell ROS induction; U2OS ROS induction, H2DCF-DA fluorescence; 46,000 compounds, 2% hits; ROS induction (% of piperlongumine), % at 10 µM; AID 624156; in the data active means ROS induction above about 79%, passing the limit was not always enough; inconclusive means no clear call, values can overlap the other calls;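 further: 0% = DMSO vehicle median and 100% = reference compound median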
An asterisk follows results filed as active; ? = inconclusive.

SMILES | ROS inducer
CCOc1cc(C)c(Cl)cc1S(=O)(=O)n1cnc2ccccc21 | -9
CC(C)(C)c1csc(-c2sccc2COc2ccc(Cl)cc2)n1 | -1
Cc1ccc(N(C(C)C(=O)Nc2ccccc2Cl)S(C)(=O)=O)cc1 (stereo unspecified) | -1
CC(C)CNc1ncnc2c1c(-c1ccccc1)cn2-c1ccccc1 | 50
COc1ccc(NC(=O)Nc2ccc3c(c2)C(=O)N([C@H](C)CO)C[C@@H](C)[C@H](CN(C)Cc2ccc(-c4ccccc4)cc2)O3)cc1 | -9
C/C(=C\CCC1(C)C2CC3C(C2)C31C)C(=O)O (stereo unspecified) | -1
CCOC(=O)C1CCN(C(=O)CN2C(=O)c3ccccc3C2=O)CC1 | -7
O=c1nc(Nc2ccc(OC(F)(F)F)cc2)oc2ccccc12 | 26
Cc1ccc(S(=O)(=O)N(C)C[C@@H]2OCCCC[C@@H](C)Oc3ccc(NC(=O)c4ccncc4)cc3C(=O)N([C@H](C)CO)C[C@@H]2C)cc1 | 0
C[C@H](CO)N1C[C@H](C)[C@H](CN(C)C(=O)Nc2ccc(F)cc2)Oc2ccc(NC(=O)Nc3ccccc3)cc2C1=O | -8
CCCn1cnc2c(oc3ccccc32)c1=O | 8
Cc1noc(C)c1S(=O)(=O)N(C)C[C@H]1Oc2ccc(NC(=O)Nc3ccc4c(c3)OCO4)cc2C(=O)N([C@@H](C)CO)C[C@H]1C | 6
CS(=O)(=O)N(CC(=O)Nc1c(F)cccc1F)c1ccc(I)cc1 | -2
CC(=O)c1c(C)n(-c2ccc(C)cc2)c2ccc(OC(=O)CN3C(=O)c4ccccc4C3=O)cc12 | -4
S=c1[nH][n+]2c(-c3ccccc3)cc(-c3ccccc3)nc2s1 | 52
COc1ccc2nc(NC3=NC(c4ccccc4)CC(=O)N3)nc(C)c2c1 (stereo unspecified) | 7
Cc1noc(C)c1S(=O)(=O)N(C)C[C@@H]1OCc2cn(nn2)CCCC(=O)N([C@H](C)CO)C[C@@H]1C | -16
C[C@H]1CN([C@@H](C)CO)C(=O)c2cccc(NC(=O)Nc3ccccc3)c2O[C@@H]1CN(C)Cc1ccncc1 | 10
Cc1ccc(OCCSCc2nc3ccccc3[nH]2)cc1 | -9
CCOC(=O)c1c(NC(=S)Nc2cc(C)nn2-c2ccccc2)sc(C)c1C | 19
COc1ccc(NC(=O)Nc2ccc3c(c2)C(=O)N([C@H](C)CO)C[C@@H](C)[C@H](CN(C)Cc2ccccc2)O3)cc1 | 6
Cc1nc(SCCOc2ccccc2)sc1C(=O)Nc1ccccc1 | 12
Cc1ccccc1-c1nc2cc(NC(=O)COc3ccc(Br)cc3)ccc2o1 | -5
C[C@H](CO)N1C[C@H](C)[C@@H](CN(C)Cc2ccc(Oc3ccccc3)cc2)Oc2ccc(NS(=O)(=O)c3ccc(Cl)cc3)cc2C1=O | 28
CCOc1ccc(NC(=O)CSc2nc3ccccc3o2)cc1 | -4
COc1ccc2nc(C)cc(N3CCOCC3)c2c1 | 0
O=C(Cn1cnc2scc(-c3ccccc3)c2c1=O)Nc1ccc(Oc2ccccc2)cc1 | 3
Cc1ccc(S(=O)(=O)N(C)C[C@H]2Oc3ccc(NC(=O)Nc4ccccc4)cc3CC(=O)N([C@H](C)CO)C[C@H]2C)cc1 | 5
Cc1ccc(-n2c(C)nnc2SCC(=O)Nc2cc(Cl)ccc2C)cc1 | -7
O=C(CSc1nc2ccccc2[nH]1)Nc1ccccc1N1CCOCC1 | -10
Cc1noc(C)c1NC(=O)N(C)C[C@H]1Oc2ccc(NS(=O)(=O)c3c(C)noc3C)cc2CC(=O)N([C@@H](C)CO)C[C@@H]1C | 4
COc1ccc(OCc2nc3ccccc3n2Cc2ccccc2F)cc1 | 18
S=C(c1nc2ccccc2[nH]1)N1CCOCC1 | -4
C=CCOC(=O)[C@H]1[C@@H]2C(=O)O[C@@H](c3ccccc3)[C@@H](c3ccccc3)N2[C@@H](c2ccc(OCCOC(=O)[C@@H]3C[C@@H]4C(=O)N[C@@H](CC(C)C)C(=O)N4[C@@H]3c3cccc(OCCO)c3)cc2)[C@]12C(=O)Nc1ccc(I)cc12 | 4
C[C@@H]1CN([C@H](C)CO)C(=O)CCCn2cc(nn2)CO[C@H]1CN(C)C(=O)Nc1ccccc1 | -8
Cc1noc(C)c1NC(=O)Nc1cccc2c1O[C@H](CN(C)Cc1ccc(C(F)(F)F)cc1)[C@H](C)CN([C@H](C)CO)C2=O | 8
C[C@@H]1CN([C@H](C)CO)C(=O)Cc2cc(NC(=O)Nc3ccc(F)cc3)ccc2O[C@H]1CN(C)Cc1ccc(C(=O)O)cc1 | -13
O=C(CSc1nc2ccccc2s1)Nc1ccncc1 | -8
COc1ccc(NC(=O)N(C)C[C@H]2Oc3ccc(NC(=O)CCC(F)(F)F)cc3CC(=O)N([C@@H](C)CO)C[C@H]2C)cc1 | 6
C=CCNC(=O)[C@@H]1[C@H]2C(=O)O[C@H](c3ccccc3)[C@H](c3ccccc3)N2[C@H](c2ccc(O)cc2)[C@@]12C(=O)Nc1ccc(C#CC3(O)CCCCCC3)cc12 | 4
C[C@H](CO)N1C[C@H](C)[C@H](CN(C)C(=O)NC2CCCCC2)Oc2c(NC(=O)NC3CCCCC3)cccc2C1=O | -12
Cc1noc(C)c1S(=O)(=O)N(C)C[C@H]1Oc2ccc(NS(C)(=O)=O)cc2CC(=O)N([C@@H](C)CO)C[C@H]1C | -1
c1ccc([C@H]2CN3CCSC3=N2)cc1 | -3
CC(=O)O[C@H]1[C@H](Oc2cc(O)cc(O)c2C(=O)c2cccc(O)c2)O[C@H](CO)[C@@H](OC(=O)c2ccccc2)[C@@H]1O | 0
CCOC(=O)c1c(NC(=O)CSc2nccc(C)n2)sc(C)c1C | 22
COc1ccc(NC(=O)N(C)C[C@@H]2Oc3ccc(NC(=O)NC4CCCCC4)cc3C(=O)N([C@H](C)CO)C[C@H]2C)cc1 | -5
Cc1noc(C)c1NC(=O)Nc1ccc2c(c1)CC(=O)N([C@@H](C)CO)C[C@H](C)[C@H](CN(C)C(=O)Nc1cccc3ccccc13)O2 | 5
O=C(COc1ccccc1Cl)Nc1ccc2oc(-c3ccccc3Br)nc2c1 | -5
O=S(=O)(c1ccc(Cl)cc1)N1CCC(n2cccc2)CC1 | -10
COC(=O)[C@@]1(CCC(=O)OC(C)(C)C)N=C(c2ccc(OCCCO)cc2)O[C@H]1c1ccccc1CN=[N+]=[N-] | 30
CC(C)NC(=O)c1ccccc1N | -10
O=c1cc(-c2ccccc2)oc2cc(O)cc(O)c12 | 6
C[C@@H]1CN([C@@H](C)CO)C(=O)c2cccc(NC(=O)C3CCOCC3)c2O[C@H]1CN(C)Cc1ccncc1 | -1
C[C@H](CO)N1C[C@H](C)[C@H](CN(C)S(=O)(=O)c2ccc(Cl)cc2)Oc2c(NC(=O)Nc3ccccc3)cccc2C1=O | 7
O=C1CC(c2ccccc2)C(=O)N1c1cc(Cl)cc(Cl)c1 (stereo unspecified) | -8
C[C@@H]1CN([C@@H](C)CO)C(=O)Cc2cc(NC(=O)CCC(F)(F)F)ccc2O[C@@H]1CN(C)Cc1ccncc1 | 5
O=C(/C=C/c1ccccc1)Nc1cccnc1Oc1ccc(F)cc1 | 18
CN1CCC(OC(c2ccccc2)c2ccccc2)CC1 | -6
Cn1c(SCC(=O)c2ccc(F)cc2)nnc1-c1cccnc1 | -7
Cn1nccc1C(=O)Nc1ccc(Cl)cc1 | 21

Continued:
SMILES | ROS inducer
COc1ccc(NC(=O)N(C)C[C@@H]2Oc3ccc(NC(=O)CCCCCC(=O)Nc4ccccc4N)cc3CC(=O)N([C@@H](C)CO)C[C@@H]2C)cc1 | 14
Cc1cc(C(=O)Nc2cccc3c2O[C@@H](CN(C)S(=O)(=O)c2c(C)noc2C)[C@@H](C)CN([C@@H](C)CO)C3=O)n(C)n1 | -5
C[C@H](CO)N1C[C@H](C)[C@@H](CN(C)S(=O)(=O)c2cccs2)Oc2ccc(NC(=O)Nc3ccc4c(c3)OCO4)cc2C1=O | -2
O=[N+]([O-])c1ccc(S(=O)(=O)CC(CN2CCOCC2)N2CCOCC2)cc1 (stereo unspecified) | -15
COC(=O)c1c(NC(=O)CC2NCCNC2=O)sc2c1CCCC2 (stereo unspecified) | 1
O=C(COc1ccccc1Cl)Nc1cccc(NC(=O)c2ccco2)c1 | -6
C[C@H]1CN([C@@H](C)CO)C(=O)c2cc(NC(=O)CCN3CCOCC3)ccc2O[C@H]1CN(C)C(=O)NC1CCCCC1 | -14
C[C@@H]1CN([C@@H](C)CO)C(=O)CCCn2cc(nn2)CO[C@@H]1CN(C)Cc1ccc(C(=O)O)cc1 | -6
CC(C)(C)NCC(O)c1cc(O)cc(O)c1 (stereo unspecified) | -6
COc1ccc(C(=O)N2CCc3cc(OC)c(OC)cc3C2C)cc1 (stereo unspecified) | -2
COc1ccc(S(=O)(=O)N(C)CC(=O)Nc2ccccc2F)cc1C | ?
O=C(COc1ccccc1O)N1CCCC1 | -12
C[C@H](CO)N1C[C@H](C)[C@H](CN(C)C(=O)Nc2ccc(F)cc2)Oc2ncc(C#CCN(C)C)cc2C1=O | -6
C[C@H](CO)N1C[C@H](C)[C@@H](CN(C)C(=O)NC2CCCCC2)Oc2ccc(NS(=O)(=O)c3ccccc3)cc2C1=O | -1
C[C@@H]1CN([C@@H](C)CO)C(=O)c2cccc(NS(=O)(=O)c3ccccc3)c2O[C@@H]1CN(C)C(=O)Nc1ccc(C(F)(F)F)cc1 | -2
COc1cc(O)c(C(=O)/C=C/c2ccc(O)c(OC)c2)c(OC)c1 | 18
COc1ccc(NC(=O)N(C)C[C@H]2Oc3ccc(NC(=O)Cc4cn(C)c5ccccc45)cc3C(=O)N([C@@H](C)CO)C[C@H]2C)cc1 | 16
COc1ccc(OC)c(S(=O)(=O)NCC2CCCO2)c1 (stereo unspecified) | -9
CNC(=O)c1cccc2cccc(Br)c12 | 27
O=C(CSc1nnc(-c2ccccc2O)n1-c1ccccc1)Nc1ccc(N2CCOCC2)cc1 | -4
CCc1ccc(OCC(=O)Nc2ncn[nH]2)cc1 | -16
Cc1noc(C)c1NC(=O)N(C)C[C@@H]1Oc2ccc(NS(=O)(=O)c3cccs3)cc2C(=O)N([C@H](C)CO)C[C@H]1C | -9
Cc1ccc(S(=O)(=O)N(C)C[C@@H]2Oc3ccc(NS(=O)(=O)c4cccs4)cc3C(=O)N([C@H](C)CO)C[C@@H]2C)cc1 | 22
C[C@H](CO)N1C[C@H](C)[C@@H](CN(C)Cc2ccc(-c3ccccc3)cc2)OCc2cnnn2CCCC1=O | 19
CN(CC(=O)Nc1ccccc1-c1ccccc1)S(=O)(=O)c1ccc(Br)cc1 | 0
O=C(NCc1ccc(F)cc1)[C@H]1C[C@H]2C(=O)N[C@@H](Cc3ccccc3)C(=O)N2[C@H]1c1cccc(OCCO)c1 | 11
C[C@H](CO)N1C[C@H](C)[C@H](CN(C)C)Oc2ccc(NC(=O)C3CC3)cc2C1=O | -2
CN(C)C=Nc1nonc1-c1ccccc1 | -2
CC(C)C1Cc2c(sc3[nH]c(=S)n(Cc4ccccc4)c(=O)c23)CO1 (stereo unspecified) | -6
CCN(CC(=O)Nc1cccc([N+](=O)[O-])c1)S(=O)(=O)c1ccc(F)cc1 | 5
S=C(NCCc1ccccc1)NCCc1c[nH]c2ccccc12 | 1
CC1(C(=O)NCCCn2ccnc2)CC1(Cl)Cl (stereo unspecified) | -5
C[C@H]1CN([C@@H](C)CO)C(=O)Cc2cc(NC(=O)Nc3ccc(F)cc3)ccc2O[C@H]1CN(C)S(=O)(=O)c1ccc(Cl)cc1 | 36
COc1ccc(CN(C)C[C@H]2Oc3ccc(NC(=O)CCN4CCOCC4)cc3CC(=O)N([C@@H](C)CO)C[C@@H]2C)cc1 | 14
C[C@H](CO)N1C[C@H](C)[C@H](CN(C)Cc2ccc3c(c2)OCO3)Oc2ccc(NC(=O)Nc3ccc4c(c3)OCO4)cc2CC1=O | 3
Cc1noc(C)c1NC(=O)Nc1ccc2c(c1)C(=O)N([C@@H](C)CO)C[C@@H](C)[C@H](CN(C)S(=O)(=O)c1ccccc1)O2 | -9
COc1ccc(-c2nn(C)c3ccccc23)cc1 | 17
CNC[C@H]1Oc2ccc(NC(=O)c3ccncc3)cc2CC(=O)N([C@@H](C)CO)C[C@@H]1C | 15
O=C(CC1(O)C(=O)N(Cc2ccc(Cl)cc2)c2ccc(Cl)cc21)c1ccc2c(c1)OCCO2 (stereo unspecified) | 13
COC(=O)CCCCCCC(=O)Nc1ccc(C2OC(CSc3ccccn3)CC(c3ccccc3)O2)cc1 (stereo unspecified) | 24

Exported tab-delimited: part of the list above.
Molecule	ROS inducer
CN(C)C=Nc1nonc1-c1ccccc1	-2
CC(C)C1Cc2c(sc3[nH]c(=S)n(Cc4ccccc4)c(=O)c23)CO1 (stereo unspecified)	-6
CCN(CC(=O)Nc1cccc([N+](=O)[O-])c1)S(=O)(=O)c1ccc(F)cc1	5
S=C(NCCc1ccccc1)NCCc1c[nH]c2ccccc12	1
CC1(C(=O)NCCCn2ccnc2)CC1(Cl)Cl (stereo unspecified)	-5
C[C@H]1CN([C@@H](C)CO)C(=O)Cc2cc(NC(=O)Nc3ccc(F)cc3)ccc2O[C@H]1CN(C)S(=O)(=O)c1ccc(Cl)cc1	36
COc1ccc(CN(C)C[C@H]2Oc3ccc(NC(=O)CCN4CCOCC4)cc3CC(=O)N([C@@H](C)CO)C[C@@H]2C)cc1	14
C[C@H](CO)N1C[C@H](C)[C@H](CN(C)Cc2ccc3c(c2)OCO3)Oc2ccc(NC(=O)Nc3ccc4c(c3)OCO4)cc2CC1=O	3
Cc1noc(C)c1NC(=O)Nc1ccc2c(c1)C(=O)N([C@@H](C)CO)C[C@@H](C)[C@H](CN(C)S(=O)(=O)c1ccccc1)O2	-9
COc1ccc(-c2nn(C)c3ccccc23)cc1	17
CNC[C@H]1Oc2ccc(NC(=O)c3ccncc3)cc2CC(=O)N([C@@H](C)CO)C[C@@H]1C	15
O=C(CC1(O)C(=O)N(Cc2ccc(Cl)cc2)c2ccc(Cl)cc21)c1ccc2c(c1)OCCO2 (stereo unspecified)	13

A portion of the library; count on the stated rates, not on these rows.
